Screening results from PubChem.
HSF1 inhib = HSF1 inhibition. NIH3T3-HGL HSE-luciferase, MG132-induced, luminescence 8 h; active compounds read low. AID 2098. hit rate 0.77% among 300,000. activity change, negative = inhibition, % at 7.5 µM (by protocol);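 active = more than half of replicate wells show activity change below -50%, luminescence cut by over half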;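 note: luciferase reports HSF-1 transcriptional activity via heat shock element; 0% = median of DMSO wells and -100% = zero luminescence signal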
GSK3 alpha inh = blocks human GSK-3 alpha kinase. P49840. ADP-Glo luminescence, 60 min. inhibition, % at 10 µM. hit rate 0.1% among 320,000. AID 2650;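 in the data active = inhibition above about 50%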;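 note: GST-tagged GSK-3 alpha with peptide substrate and 25 µM ATP; 0% = DMSO neutral wells and 100% = GW8510 positive control wells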
Target sequence (P49840 whole entry, looked up): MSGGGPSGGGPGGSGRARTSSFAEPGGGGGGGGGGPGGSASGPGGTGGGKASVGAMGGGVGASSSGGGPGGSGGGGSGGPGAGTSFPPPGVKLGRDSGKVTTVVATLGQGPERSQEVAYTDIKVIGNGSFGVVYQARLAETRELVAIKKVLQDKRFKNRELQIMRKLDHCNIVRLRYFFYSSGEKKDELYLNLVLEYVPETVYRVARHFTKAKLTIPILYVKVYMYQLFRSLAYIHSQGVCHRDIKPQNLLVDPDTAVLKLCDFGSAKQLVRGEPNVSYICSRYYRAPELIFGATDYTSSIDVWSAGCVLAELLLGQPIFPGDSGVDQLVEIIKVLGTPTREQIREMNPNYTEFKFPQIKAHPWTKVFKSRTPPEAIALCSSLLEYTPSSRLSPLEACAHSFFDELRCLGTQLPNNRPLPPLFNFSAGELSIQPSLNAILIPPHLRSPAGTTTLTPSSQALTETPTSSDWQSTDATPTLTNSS
HSP90 inh = HSP90 refolding inhibition in rabbit reticulocyte lysate; inhibition, % at 5.6 µM; hit rate 0.91% among 290,000; luciferase refolding luminescence, 3 h;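 active = inhibition above the screen-wide mean plus 3 SD, computed separately per campaign, cut at about 16% in these data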;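 note: 0% = DMSO wells and 100% = 60 µM geldanamycin wells; inhibitors lower the luminescence because luciferase stays unfolded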
IEC-6 tox = counter-screen for KLF5 inhibitors: cytotoxicity in IEC-6 cells | IEC-6 cytotoxicity, luminescence viability | inhibition, % at 5 µM | hit rate 0.78% among 290,000 | AID 1825; in the data active = inhibition above about 22%;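 note: 0% = plate median of test compound wells and 100% = cytotoxic reference compound wells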
HSF-1 act = increases HSF-1 driven luciferase reporter signal; NIH3T3-HGL HSF-1 luciferase reporter, MG132, 8 h; 100% = twice DMSO control signal; activation, % at 9 µM; hit rate 1.7% among 300,000;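 active = mean replicate activation of at least 50% with a set share of replicates each reaching 50%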;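 note: 0% = median of the neutral control wells and 100% = twice that signal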
DYRK1A inh = blocks rat Dyrk1A kinase activity; Q63470; ADP-Glo luminescence, NFATc1 peptide; inhibition, % at 12.5 µM; hit rate 0.43% among 310,000; in the data active = inhibition above about 50%;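 note: plate controls were vehicle with enzyme for no effect and no enzyme for full effect; many of its hits are not listed in these tables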
KLF5 inh = kruppel-like factor 5 inhibition; DLD-1 KLF5 promoter-luciferase reporter, luminescence; inhibition, % at 5 µM; hit rate 0.23% among 290,000;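 active = inhibition above a per-plate limit of that plate's mean compound inhibition plus 3 SD, cut at about 60% in these data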;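 note: 0% = DMSO wells and 100% = LY294002 at 200 µM; higher means less KLF5 promoter-driven luciferase light; inactives centre near -14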
GSK3beta inhib = inhibitors of human GSK3beta kinase. activity score (negative = inhibition), % at 10 µM. GST-GSK3beta kinase, ADP-Glo luminescence, 60 min; active compounds read low. P49841. hit rate 0.038% among 300,000;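 active = more than half of replicate wells score below -50%, meaning over 50% inhibition versus plate controls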;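 note: 0% = median DMSO wells and -100% = median GW8510 positive control wells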
Target sequence (P49841 whole entry, looked up): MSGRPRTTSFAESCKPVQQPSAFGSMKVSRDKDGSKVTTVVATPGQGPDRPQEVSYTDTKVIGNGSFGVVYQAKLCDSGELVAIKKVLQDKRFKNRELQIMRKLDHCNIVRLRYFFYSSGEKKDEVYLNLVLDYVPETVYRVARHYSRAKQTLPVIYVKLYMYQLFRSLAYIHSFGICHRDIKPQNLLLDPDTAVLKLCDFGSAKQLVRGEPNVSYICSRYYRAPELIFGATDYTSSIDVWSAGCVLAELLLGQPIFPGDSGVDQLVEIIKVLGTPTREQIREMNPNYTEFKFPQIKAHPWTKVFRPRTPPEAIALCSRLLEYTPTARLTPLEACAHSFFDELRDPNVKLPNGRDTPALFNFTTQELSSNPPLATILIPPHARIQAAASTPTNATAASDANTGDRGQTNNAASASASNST
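Assay system: GST-fused GSK3beta enzyme, cell-free / Medium: Tris pH 7.5 buffer with MgCl2, DTT, BSA, heparin / Also added: peptide substrate plus 25 µM ATP (final) / Compound: 10 µM single point / Timing: kinase reaction with compound 60 min at room temperature / Detection: ADP-Glo luminescence / Benchmarks: DMSO neutral wells and GW8510 at 20 µM as positive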
aSyn 5UTR inh = 5' untranslated region of α-synuclein, MLPCN primary screen; alpha-synuclein 5'UTR reporter, inhibitor activity; inhibition, % (tested at 7.5 µM); hit rate 0.82% among 300,000; AID 1813; in the data active = inhibition above about 60%;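 note: H4 neuroglioblastoma cells stably carrying SNCA 5'UTR luciferase fusion; 0% = DMSO wells and 100% = positive control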
Platelet DG rel = modulates dense granule release in human platelets | human platelet-rich plasma, SFLLRN dense granule ATP release, luminescence | inhibition, %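 (compounds screened at 7.5 µM in platelet-rich plasma)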 | hit rate 0.22% among 300,000 | AID 1663;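 active = mean replicate score, as percent of positive control, at or above 50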
An asterisk follows results filed as active; . = not tested or not shown. This is a subset; rates above refer to the full screens.

| smiles | HSF1 inhib | GSK3 alpha inh | HSP90 inh | IEC-6 tox | HSF-1 act | DYRK1A inh | KLF5 inh | GSK3beta inhib | aSyn 5UTR inh | Platelet DG rel |
| --- | --- | --- | --- | --- | --- | --- | --- | --- | --- | --- |
| [S-]C(=Nc1ccc(Cl)cc1)N[n+]1ccccc1 | 10.2 | -2.1 | 3.0 | -1.1 | 12.6 | -4.2 | -19.6 | 0.4 | -29.0 | -13.4 |
| NNC(=S)NCc1cccnc1 | 0.9 | 0.2 | -7.3 | 1.1 | -4.0 | -1.2 | -8.0 | 4.5 | -21.0 | 16.3 |
| CCOC(=O)CN1C(=O)/C(=C/c2ccc(Cl)cc2)Oc2ccccc21 | 1.4 | -0.3 | 0.3 | -2.7 | 42.0 | -0.8 | 4.7 | -0.3 | -2.6 | -1.9 |
| COc1ccc(C)cc1S(=O)(=O)N(CC(=O)N1CCOCC1)Cc1ccccc1 | -2.7 | -4.4 | 0.8 | -4.9 | -7.1 | -6.5 | -5.3 | -0.1 | -7.1 | -23.4 |
| CCc1ccc(NC(=O)C(=O)c2cn(CC(=O)N3CCCCC3)c3ccccc23)cc1 | 0.4 | 1.6 | 1.4 | -6.4 | -8.2 | 10.9 | 0.8 | 1.6 | -70.3 | -6.3 |
| Cc1ccccc1CN1C[C@@H]2C[C@@H](c3cnc(N4CCOCC4)s3)N3CCC[C@@]23C1=O | 10.6 | -0.8 | 4.7 | -3.9 | 43.4 | 0.5 | -9.7 | 2.2 | -5.6 | -1.4 |
| CNc1cc(CSC)nc(SCc2ccc(Cl)c(Cl)c2)n1 | 1.1 | 4.3 | 2.4 | 4.9 | 11.0 | 8.4 | 11.2 | 0.5 | 26.1 | 7.4 |
| CCN(CC)S(=O)(=O)c1ccc2[nH]c(=O)cc(C(=O)Nc3ccccc3N3CCCC3)c2c1 | 2.4 | 2.6 | -3.9 | -1.5 | 11.6 | 12.6 | -2.8 | 0.9 | 24.7 | 2.8 |
| COc1ccc(Cl)cc1NC(=O)NCCN1CCNC1=O | -7.9 | -3.7 | 3.4 | 2.2 | 9.9 | . | -2.1 | -1.7 | -7.8 | 2.4 |
| CCCCN(CC)Cc1ccc(CNC(=O)Nc2ccccc2)o1 | -7.7 | -0.8 | 7.5 | -1.7 | -7.6 | 0.2 | -45.4 | -2.3 | 21.7 | 1.5 |
| CCCn1c(-c2cccs2)nc2ccccc21 | -3.0 | 1.3 | 2.8 | 3.8 | 14.9 | 2.7 | -21.2 | -2.5 | 12.9 | -4.0 |
| CCc1nc2ccc(Cc3ccc4nc(CC)[nH]c4c3)cc2[nH]1 | -3.8 | 0.7 | -2.1 | 2.6 | 9.6 | 2.7 | -56.5 | 1.9 | -51.6 | 1.8 |
| CC(=O)Nc1ccc(NC(=O)CSc2nnc(-c3cc4ccccc4o3)n2C)cc1 | 5.0 | -0.9 | -4.4 | -3.7 | 10.3 | 11.9 | -24.6 | -1.2 | -21.1 | 2.3 |
| CC(C)c1ccc(CN2CC(C(=O)Nc3ccccc3)CC2=O)cc1 (centres undefined) | 7.5 | 0.7 | 4.4 | -5.3 | 13.5 | -0.5 | -34.5 | 4.8 | 1.9 | -2.9 |
| O=[N+]([O-])c1cc(-c2csc(NCCc3nc4cc(C(F)(F)F)ccc4n3CCCO)n2)ccc1Cl | 14.5 | -5.8 | . | . | -2.5 | -5.5 | . | 1.3 | -21.2 | 0.2 |
| COc1c(/C=N/NC(=O)c2ccncc2)c(CCN(C)C(C)=O)cc2c1OCO2 | 1.8 | 1.4 | 4.7 | -2.1 | -1.0 | -2.7 | -7.8 | -2.2 | 2.6 | -13.2 |
| Cc1cccc(/C=N/n2c(-c3ccccc3)n[nH]c2=S)c1O | 21.1 | 9.6 | 2.8 | -3.7 | 19.3 | 10.8 | -12.4 | . | 14.6 | 2.4 |
| CCN1CCN(C(=O)CNC(=O)c2nn(-c3ccc(OC)cc3)c(=O)c3ccccc23)CC1 | -1.1 | 0.5 | 3.7 | 0.8 | -3.5 | -1.6 | -44.8 | 5.4 | -14.4 | -0.5 |
| CCOc1ccc(-n2cnnn2)cc1S(=O)(=O)N1CCCCC1 | -4.9 | 0.1 | 0.7 | 1.5 | 1.6 | -2.4 | -9.7 | -2.1 | 27.6 | -2.3 |
| CCN(CC(=O)NCc1ccc(Cl)cc1)C(=O)/C=C/c1ccco1 | -0.9 | -1.4 | 4.4 | -0.2 | -7.3 | 0.2 | -11.5 | -0.3 | 1.2 | 0.0 |
| O=C(Nc1ccccc1N1CCCCC1)c1ccc(OC(F)F)cc1 | -16.8 | -2.0 | -3.4 | -4.9 | -27.6 | 3.2 | 2.9 | 0.1 | 19.3 | 14.4 |
| Cc1ccc(S(=O)(=O)NNC(=O)Nc2ccc(C)c(C)c2)c(C)c1 | 1.5 | -1.3 | -3.7 | -5.8 | 3.1 | 7.7 | -57.9 | 4.1 | -2.1 | 5.2 |
| COC(=O)c1ccc(NS(=O)(=O)N(C)C)cc1 | -1.0 | -2.9 | 1.7 | -2.4 | -1.2 | 0.2 | 23.4 | 1.2 | 3.6 | -0.8 |
| COC(=O)c1c(NC(=O)C2CC2)sc2c1CCCC2 | -23.0 | -1.9 | -1.4 | 1.7 | -39.5 | -2.2 | 6.6 | -1.5 | -3.1 | -15.4 |

Next section; the last 2 above are carried over.
| smiles | HSF1 inhib | GSK3 alpha inh | HSP90 inh | IEC-6 tox | HSF-1 act | DYRK1A inh | KLF5 inh | GSK3beta inhib | aSyn 5UTR inh | Platelet DG rel |
| --- | --- | --- | --- | --- | --- | --- | --- | --- | --- | --- |
| COC(=O)c1ccc(NS(=O)(=O)N(C)C)cc1 | -1.0 | -2.9 | 1.7 | -2.4 | -1.2 | 0.2 | 23.4 | 1.2 | 3.6 | -0.8 |
| COC(=O)c1c(NC(=O)C2CC2)sc2c1CCCC2 | -23.0 | -1.9 | -1.4 | 1.7 | -39.5 | -2.2 | 6.6 | -1.5 | -3.1 | -15.4 |
| O=C(N=C1SCC(=O)N1c1ccccc1Cl)c1ccco1 | 24.6 | -2.4 | -2.7 | -0.7 | 11.6 | -0.1 | -69.5 | -6.4 | -174.5 | 0.3 |
| C(=C\CSc1ncn[nH]1)/CSc1ncn[nH]1 | -7.8 | -1.1 | 2.5 | 7.1 | 1.1 | 1.0 | -5.1 | 0.4 | -2.8 | 13.8 |
| CCCn1c(=O)[nH]c(=O)c2c1nc(-c1ccc(OC(F)F)c(OC)c1)n2CCOC | 13.3 | 4.6 | -0.2 | -1.6 | 10.7 | -1.5 | -13.0 | 1.0 | 31.5 | 8.2 |
| COc1ccccc1CN(C)C(=O)c1ccc(COc2ccccc2)cc1 | -4.3 | -0.1 | 1.9 | 2.2 | 26.6 | -7.0 | -17.0 | -0.3 | 9.7 | -12.0 |
| COc1cc(CCC(=O)OCC(=O)Nc2ccc(F)cc2F)cc(OC)c1OC | -8.7 | -1.2 | 0.0 | -2.2 | -1.7 | 1.3 | -21.1 | -3.2 | 2.6 | 10.1 |
| CCOc1ccc(/C=C/C(=O)c2ccccc2)cc1OC | 32.3 | 8.6 | -1.4 | -1.2 | 62.9* | -0.6 | -49.1 | -0.6 | -112.5 | 5.3 |
| O=C(NCCc1ccccc1)C1CCN(S(=O)(=O)c2ccc(-c3nn[nH]n3)cc2)CC1 | -8.3 | -0.6 | -0.5 | -8.8 | -4.8 | -4.2 | -12.9 | -3.0 | 7.2 | 12.1 |
| C=CCC1(CC=C)CCCN1C(=O)C1CCC(=O)N(CCc2ccc(Cl)cc2)C1 (centres undefined) | 12.1 | . | 5.6 | -2.0 | 7.0 | . | -13.2 | -3.9 | 0.5 | 5.8 |
| CCOc1ccc(Br)cc1S(=O)(=O)Nc1ccccc1N1CCOCC1 | -4.2 | 0.9 | -3.0 | -1.3 | -9.0 | -6.1 | -15.7 | 1.4 | 8.3 | 0.2 |
| Cn1c(N)c(C(=O)COC(=O)C23CC4CC(CC(C4)C2)C3)c(=O)n(C)c1=O | -7.5 | 0.4 | 7.6 | -0.8 | 0.0 | 1.7 | -9.2 | -1.0 | 22.1 | -3.6 |
| O=C(O)COc1ccc(/C=N/n2cnc3scc(-c4cccs4)c3c2=O)cc1 | . | 12.1 | -1.5 | -0.2 | . | 31.0 | -18.8 | . | . | . |
| CCN(CC)CC(O)CN1c2ccccc2Sc2ccccc21 (centres undefined) | -0.3 | 0.5 | -3.6 | 0.1 | 19.5 | 2.1 | -13.5 | -3.3 | -12.8 | 4.2 |
| Cc1cnc(C(=O)OCC(=O)NC(C)C)cn1 | -0.4 | -3.9 | -1.4 | -1.5 | -0.7 | -0.1 | -12.8 | 3.2 | 1.7 | -10.4 |
| C[n+]1cn(Cc2ccc(C#N)cc2)c2ccccc21 | -1.3 | -5.0 | 2.3 | 3.0 | -13.9 | -2.5 | -10.8 | 1.7 | 1.2 | 3.4 |
| CCCn1c2ccccc2c2nnc(SCC(=O)OC)nc21 | -4.8 | . | 4.7 | -1.3 | -4.9 | -2.5 | 1.8 | 2.3 | 16.4 | -0.5 |
| Cc1nc2c(ccc3nc(NC(=O)C(c4ccccc4)c4ccccc4)sc32)s1 | -4.4 | -2.7 | 0.0 | -9.8 | -5.7 | -1.9 | -13.4 | 2.5 | 21.0 | -5.8 |
| Nc1nccnc1C(=O)OCC(=O)Nc1cccc(S(=O)(=O)N2CCCCC2)c1 | -4.0 | 5.6 | 1.1 | -2.2 | -0.7 | 1.2 | -13.6 | -3.3 | 5.9 | -0.8 |
| CCC(CC)c1nc2ccccc2c(=O)[nH]1 | 1.0 | -0.2 | 1.3 | -1.0 | 11.0 | 9.3 | -30.4 | -1.3 | 0.8 | -0.2 |
| O=C(CSc1ccccc1[N+](=O)[O-])NC1CCS(=O)(=O)C1 (centres undefined) | -9.6 | -5.5 | 2.7 | 10.9 | 9.6 | -1.8 | -14.9 | -2.5 | 20.0 | 0.2 |
| CC(C)(O)C#Cc1ccc(CN2CCN(Cc3ccsc3)C(CCO)C2)cc1 (centres undefined) | 12.9 | -1.4 | 1.0 | 4.5 | 22.6 | 2.4 | -27.1 | 3.2 | -3.3 | 0.0 |
| COc1ccc(C(=O)N(CCCO)C(C)C(=O)NC2CCCCC2)cc1OC (centres undefined) | 1.3 | 2.5 | -1.5 | 0.4 | 7.3 | -7.7 | -0.9 | -1.2 | -0.9 | -1.1 |
| CCCCc1nnc(NC(=O)COC)s1 | 1.9 | 0.2 | -1.4 | -3.3 | -6.6 | -1.5 | -34.4 | -0.7 | -22.1 | -2.2 |
| Clc1cccc(OCCn2ccnc2)c1 | 0.6 | -2.4 | -4.1 | 4.9 | -11.5 | -4.1 | -31.7 | 1.1 | -0.3 | 2.7 |
| COc1ccc(OC)c(S(=O)(=O)N/N=C\c2ccc3c(c2)OCO3)c1 | -5.2 | -0.5 | 5.8 | 8.4 | 9.7 | -0.3 | -2.0 | -5.4 | -11.2 | 13.8 |
| O=C(Nc1ccc(C(=O)N2CCCCC2)cc1)c1ccc(Br)cc1 | -38.6 | 2.1 | -0.5 | 2.3 | -53.5 | 7.6 | -27.9 | 0.8 | 0.1 | 2.8 |
| CCN1CCN(C(=S)NCCc2ccccc2)CC1 | 10.4 | -5.5 | 1.4 | -2.4 | 10.6 | 3.9 | -44.1 | 1.8 | -56.5 | 3.9 |
| CCN(CC)c1ccc(/C=N/n2nnnc2N)c(O)c1 | 0.3 | 0.1 | 1.4 | -3.4 | 14.9 | 0.9 | -14.4 | 2.5 | -88.7 | 6.1 |
